Bioassay records as filed in PubChem BioAssay.
D1 mod – D1 dopamine receptor (human) allosteric modulation; B-score at 10 µM; hit rate 5.9% among 58,000; AID 641; HEK293 D1, CRE-luciferase, dopamine EC30 potentiation; actives deviate in either direction;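 active = luminescence count or its row- and column-corrected plate score outside the 99.7% band of the plate's sample wells, on either side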
Cdc25B block – human M-phase inducer phosphatase 2 inhibition; AID 368; P30305; recombinant Cdc25B, OMFP fluorescence Ex485/Em525; hit rate 0.1% among 65,000; inhibition, %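 (compounds tested at 10 µM final in the well)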; in the data active = inhibition above about 50%
MKP-1 inh – human dual specificity phosphatase 1 inhibition. hit rate 0.15% among 65,000. inhibition, %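 (compounds tested at a single concentration somewhere between 10 and 100 µM)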. AID 374. recombinant MKP-1, OMFP hydrolysis fluorescence;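 active = inhibition above about 50%, limit read from the data; inconclusive = inhibition over screen mean plus 3 SD, below that limit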;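 note: 0% = DMSO max control wells and 100% = wells with enzyme stopped by NaOH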
Target sequence (P28562 whole entry, looked up): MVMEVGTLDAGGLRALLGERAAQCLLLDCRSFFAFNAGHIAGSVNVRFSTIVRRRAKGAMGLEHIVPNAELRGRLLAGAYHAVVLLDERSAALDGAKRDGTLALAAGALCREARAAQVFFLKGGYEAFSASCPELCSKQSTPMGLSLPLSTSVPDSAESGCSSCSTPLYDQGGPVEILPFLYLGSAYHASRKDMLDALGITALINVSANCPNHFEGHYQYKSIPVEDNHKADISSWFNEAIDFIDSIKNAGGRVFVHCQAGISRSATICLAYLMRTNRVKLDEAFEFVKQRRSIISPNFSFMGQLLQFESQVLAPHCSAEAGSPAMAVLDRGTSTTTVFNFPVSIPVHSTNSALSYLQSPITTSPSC
FXIIa inh mix – factor XIIa (human) inhibition, mixture screen; inhibition, % at 5 µM; AID 684; hit rate 0.2% among 62,000; P00748; purified FXIIa, fluorogenic substrate, pooled mixtures; in the data active = inhibition above about 20%, passing the limit was not always enough;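 note: 0% = enzyme without compound and 100% = no enzyme blank; some results filed as inactive read as strong as hits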
Hsp90 inh – displaces geldanamycin probe from tumor Hsp90 | AID 429 | NCI-N417 lysate Hsp90, Cy3B-geldanamycin FP displacement | inhibition, % at 30 µM | hit rate 0.35% among 64,000 | P07900;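 active = inhibition above 50%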;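 note: 0% = tracer plus lysate wells and 100% = tracer alone without lysate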
HER2 expr 66K – Her2 kinase expression inhibition. HER2 level % of control, % at 10 µM. SKBR-3 HER2 protein level, AlphaScreen, 18-24 h; active compounds read low. hit rate 0.69% among 65,000. P04626;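 active = HER2 level under 5% of the carrier-only control; inconclusive = no clear call, values can overlap the other calls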;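 note: 100% = DMSO carrier and 0% = 500 nM PU-H71 HSP90 inhibitor; lower value means stronger loss of Her2 protein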
TNAP act DEA – activators of human TNAP at intermediate phosphate acceptor; purified TNAP, CDP-star luminescence, 100 mM DEA, 30 min; active compounds read high; scale: 0 levamisole-inhibited, 1 vehicle-only enzyme; AID 813; 64,000 tested, under 10 active; P05186; activation factor at 20 µM;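 active = activation factor of at least 2 at 20 µM, relative to controls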
Target sequence (P05186 whole entry, looked up): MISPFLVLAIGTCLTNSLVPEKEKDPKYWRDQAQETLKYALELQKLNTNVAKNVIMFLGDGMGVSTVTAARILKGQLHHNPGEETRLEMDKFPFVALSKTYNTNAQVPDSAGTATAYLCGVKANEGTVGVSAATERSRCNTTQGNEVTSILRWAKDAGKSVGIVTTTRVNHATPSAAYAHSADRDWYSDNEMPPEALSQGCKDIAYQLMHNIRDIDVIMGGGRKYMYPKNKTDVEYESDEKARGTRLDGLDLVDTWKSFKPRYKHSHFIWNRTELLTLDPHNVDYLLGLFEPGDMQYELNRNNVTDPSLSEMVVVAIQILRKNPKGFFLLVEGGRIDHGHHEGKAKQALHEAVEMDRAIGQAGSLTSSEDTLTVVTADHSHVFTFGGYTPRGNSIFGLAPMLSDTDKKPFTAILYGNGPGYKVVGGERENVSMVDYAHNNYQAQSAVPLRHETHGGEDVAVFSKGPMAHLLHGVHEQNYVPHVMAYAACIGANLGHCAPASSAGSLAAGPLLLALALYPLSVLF
SF-1 act – SF-1 (human) activation | Q13285 | CHO-K1 Gal4-SF-1 LBD luciferase reporter; % increase over DMSO SF-1-specific signal | activation, % at 10 µM | hit rate 1.9% among 65,000 | AID 522;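 active = activation above the mean activation of all tested compounds plus 3 SD, cut at about 50% in these data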
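material = CHO-K1 cells with Gal4–hSF-1 LBD chimera plus Gal4-driven luciferase | compound = 10 µM single point, 1% DMSO | incubation = 20 h compound exposure at 37 °C after 1 h cell settling | measured by = SteadyLite luciferase luminescence | evaluation = percent activation relative to DMSO median and mock-transfected background | control set = DMSO negative control and −SF1 background wells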
RORa activator – RORA (human) activation | P35398 | CHO-K1 Gal4-RORA LBD luciferase reporter, luminescence; percent increase over mock-subtracted basal signal | activation, % at 10 µM | hit rate 1.5% among 65,000;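 active = activation above the mean of all tested compounds plus 3 SD, cut at about 49% in these data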;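 note: 0% = DMSO-treated RORA cells and 100% = added signal equal to DMSO minus mock-transfected cells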
Active calls of the source: *; ? = inconclusive; · = not tested or not shown. Random draw from the library. About 8.9% of those tested had a hit in this group.

SMILES | D1 mod | Cdc25B block | MKP-1 inh | FXIIa inh mix | Hsp90 inh | HER2 expr 66K | TNAP act DEA | SF-1 act | RORa activator
O=C1c2ccccc2C(=O)N1C/C=C/CN1C(=O)c2ccccc2C1=O | -0.16 | 1 | -10 | 9 | 1 | 93 | 0.8 | -7 | -10
CCCCOc1ccc(NC(=O)C2CC=CCC2C(=O)O)cc1 (configuration not stated) | -2.6* | 5 | 5 | 0 | 2 | 99 | 1 | 6 | -19
COC(=O)[C@@H](NC(=O)Nc1ccc(C(C)=O)cc1)C(C)C | · | -7 | -4 | 2 | -7 | 90 | 0.9 | -12 | -12
CC(C)c1ccc(NC(=O)N2CCC(c3nc4ccccc4o3)CC2)cc1 | -0.034 | 3 | 5 | 5 | 0 | 76 | 0.9 | -18 | -6
COCCNC(=O)CN(C(=O)CCC(=O)Nc1ccccn1)c1ccc(F)c(Cl)c1 | 1.1 | -13 | 17 | 4 | -1 | 119 | 1 | -1 | 3
Cc1ccccc1Cn1c(=O)n(Cc2ccco2)c(=O)c2ccccc21 | · | -11 | 1 | 5 | -3 | 74 | 1 | -16 | -37
Cc1cc(C(=O)Nc2ccc3c(c2)OCO3)cs1 | -1.4 | -4 | 3 | -13 | 13 | 101 | 0.9 | 45 | 34
CSCCC(NC(=O)c1ccccc1)C(=O)NC1CCCC1 (configuration not stated) | -0.0044 | 7 | -6 | 3 | -3 | 85 | 0.9 | -2 | 6
COc1ccccc1S(=O)(=O)Cc1ccc(C(=O)N2CCN(c3cccc(Cl)c3)CC2)o1 | 0.38 | -9 | 30 | -7 | -3 | 58 | 0.9 | 19 | 40
CCCn1c2ccccc2c2nnc(SCC(=O)OC)nc21 | 3 | 2 | 6 | 2 | 0 | 82 | 0.9 | 28 | -1
COc1ccc(Cl)cc1C(=O)Nn1cnc2ccccc2c1=O | · | -17 | -7 | -15 | 0 | 84 | 0.9 | -8 | -10
Cc1ccc(-n2nc(C)c(C3C(C#N)=C(N)OC4=C3C(=O)CCC4)c2Cl)cc1 (configuration not stated) | 0.57 | -17 | 13 | -18 | -4 | 75 | 1 | 13 | -8
COc1ccc(Nc2nc(C)cc(C)c2C#N)cc1OC | 1.3 | 2 | 8 | 14 | -1 | 61 | 0.8 | -7 | -8
COc1ccc(C2C(C#N)=C(C)NC3=C2C(=O)c2ccccc23)cc1 (configuration not stated) | · | -18 | -1 | · | -8 | 151 | 0.8 | 7 | -15
Cc1ccc2[nH]cc(C(=O)CN3CCN(c4ccccn4)CC3)c2c1 | -2.4 | -1 | -19 | 7 | -16 | ? | 0.9 | -8 | -15
CCOC(=O)/C(C#N)=C1/CCCCCN1C | 3.1 | -3 | 15 | 2 | -6 | 68 | 1 | 3 | -2
CCOC(=O)Oc1ccc2oc(C)c(C(=O)OCCOC)c2c1 | 0.28 | -3 | 19 | 0 | -4 | 96 | 1 | -8 | -10
CNC(=O)c1cc2c(=O)n3cc(C)ccc3nc2n(Cc2ccco2)c1=N | 0.55 | -7 | -9 | 13 | -1 | 101 | 0.9 | -2 | 14
COc1ccc(NC(=O)C2=C(C)C(=O)OC23CCC(C)CC3)c(OC)c1 (configuration not stated) | 1.4 | -18 | -9 | 1 | -5 | 88 | 0.9 | -6 | -21
CCOc1ccc(C2N(c3ccc(OC)cc3)C(=O)C3CCCN32)cc1OC (configuration not stated) | 0.32 | -3 | 28 | 2 | -3 | 87 | 1 | 7 | -18
O=c1c2ccccc2nnn1CSc1nnc(C2COc3ccccc3O2)n1-c1ccccc1 (configuration not stated) | 0.19 | -6 | 19 | 10 | 0 | 98 | 0.9 | -7 | 4
CC(C)c1ccc(OCC(O)CN2CCN(c3ccccc3)CC2)cc1 (configuration not stated) | -4.5* | -18 | -9 | 12 | -2 | 86 | 0.9 | -1 | 3
O=C(c1ccccc1C(F)(F)F)N1CCN(S(=O)(=O)c2ccccc2)CC1 | -0.36 | -15 | 4 | 1 | -3 | 100 | 1 | -6 | -15
CCCOC(=O)CSc1nnc(-c2ccccc2Cl)o1 | 0.036 | 1 | -4 | 4 | -6 | 74 | 0.9 | -1 | -21
c1ccc(CCc2nn3c(Cc4ccccc4)nnc3s2)cc1 | -1.1 | -11 | 3 | -3 | -7 | 91 | 0.9 | -2 | -9
COc1ccc(OC)c(C(=O)CSc2nnc(-c3ccc(OC)c(OC)c3)o2)c1 | 1 | 7 | 14 | 3 | 0 | 103 | 0.9 | -8 | -8
Cc1ccc(-c2csc(N)n2)s1 | -0.65 | -10 | 6 | 10 | -3 | 117 | 1 | -9 | 7
O=C(Oc1cccnc1)c1ccc(Cl)c(Cl)c1 | -1.5 | -1 | 12 | 8 | -1 | 95 | 1 | 2 | 19
COc1ccc(NC(=O)c2oc3ccccc3c2NC(=O)c2ccco2)c(OC)c1 | 1.6 | -9 | 3 | -12 | 0 | 81 | 0.8 | -15 | -29
c1ccc(OCc2nc(-c3ccccc3)no2)cc1 | -0.47 | -8 | -3 | -5 | -5 | 100 | 0.9 | 56* | 40
COc1ccc(-c2cc(C(F)(F)F)nc(N3CCN(C)CC3)n2)cc1 | 0.072 | -21 | 0 | 7 | · | 95 | 0.9 | -8 | -18
COc1cc2c(cc1OC)CN(CC(=O)NC(=O)NCc1ccco1)CC2 | 6.8* | 5 | -7 | -27 | -8 | 80 | 0.9 | -17 | -4
CCCCOc1ccc(C2C3CN(C(=O)OCC)CC=C3C(C#N)=C(N)C2(C#N)C#N)cc1OC (configuration not stated) | 2.9 | 4 | 8 | 4 | -8 | 74 | 0.9 | -9 | 5
CC(C)(C)n1c(=O)[nH]c2c(c1=O)CCC2 | -1.9 | -13 | 22 | 0 | -3 | 122 | 0.9 | -12 | 2
O=C(NCc1cccnc1)c1cccc(S(=O)(=O)N2CCOCC2)c1 | 0.79 | -11 | 14 | -8 | -7 | 78 | 0.9 | -12 | -16
Cc1cc(C(=O)CN2CC(C)OC(C)C2)c(C)n1-c1ccccc1 (configuration not stated) | -1.5 | -9 | -2 | 14 | -2 | 84 | 1 | 16 | 34
COc1nc(-c2ccccc2)cc(-c2ccccc2)n1 | 3.2 | -1 | 13 | 3 | -6 | 76 | 0.9 | 1 | -14
CCCC(=O)N=C1SC2CS(=O)(=O)CC2N1c1ccc(C(C)=O)cc1 (configuration not stated) | -0.91 | 4 | 1 | 1 | -2 | 145 | 0.9 | -7 | 17
CCN(CC)CCNC(=O)Cn1c(-c2ccccn2)nc2ccccc21 | -1.5 | -33 | -1 | -21 | -4 | 61 | 0.9 | -3 | -18
C=CCn1cc(C(=O)NCc2cccnc2)c(=O)c2cc(S(=O)(=O)N(CC)CC)ccc21 | 2.8* | -1 | 3 | 11 | 6 | 91 | 1 | 12 | 18
COc1cccc(N2CCN(C(=O)CCn3c(=S)[nH]c4cc5c(cc4c3=O)OCO5)CC2)c1 | -0.024 | -9 | 26 | -12 | -2 | 101 | 0.9 | 4 | 6
CN(C)c1cc(-c2ccccc2)nc(N)n1 | · | -4 | 0 | 2 | -1 | 73 | 1 | 17 | -1
COCCn1c(C)cc(C(=O)CSc2nnc3scc(-c4ccc(Cl)cc4)n23)c1C | -1.5 | -4 | 11 | · | -5 | 92 | · | -15 | 4
O=C(Cn1nnc(-c2cccc(C(F)(F)F)c2)n1)NC(=O)NCc1ccco1 | -0.31 | -5 | 10 | 1 | -5 | 95 | 0.9 | 1 | 15
CCCCCc1nnc(NC(=O)C2CCCO2)s1 (configuration not stated) | 0.52 | -5 | -1 | 3 | -7 | 90 | 1 | 23 | 23
COc1ccc(CSc2nc(C)cc(=O)[nH]2)cc1 | 0.033 | -8 | 1 | 4 | -2 | 93 | 0.9 | 6 | -10
O=C(Cn1ncc2c(=O)oc3ccccc3c21)NCC1COc2ccccc2O1 (configuration not stated) | 0.33 | -12 | -6 | 3 | -6 | 87 | 0.9 | 19 | 4
COC(=O)c1cc(C(=O)OC)cc(S(=O)(=O)Nc2ccc(Cl)c(N)c2)c1 | 1 | -9 | 23 | 8 | -2 | 92 | 0.9 | -3 | -12

Molecules shown so far that contain fluorine, in the order listed:
SMILES | D1 mod | Cdc25B block | MKP-1 inh | FXIIa inh mix | Hsp90 inh | HER2 expr 66K | TNAP act DEA | SF-1 act | RORa activator
COCCNC(=O)CN(C(=O)CCC(=O)Nc1ccccn1)c1ccc(F)c(Cl)c1 | 1.1 | -13 | 17 | 4 | -1 | 119 | 1 | -1 | 3
O=C(c1ccccc1C(F)(F)F)N1CCN(S(=O)(=O)c2ccccc2)CC1 | -0.36 | -15 | 4 | 1 | -3 | 100 | 1 | -6 | -15
COc1ccc(-c2cc(C(F)(F)F)nc(N3CCN(C)CC3)n2)cc1 | 0.072 | -21 | 0 | 7 | · | 95 | 0.9 | -8 | -18
O=C(Cn1nnc(-c2cccc(C(F)(F)F)c2)n1)NC(=O)NCc1ccco1 | -0.31 | -5 | 10 | 1 | -5 | 95 | 0.9 | 1 | 15

Further results follow:
SMILES | D1 mod | Cdc25B block | MKP-1 inh | FXIIa inh mix | Hsp90 inh | HER2 expr 66K | TNAP act DEA | SF-1 act | RORa activator
CN(C(=O)CSc1ncccc1C(=O)O)c1ccccc1 | -1.5 | -22 | 10 | 4 | -1 | 107 | 1 | -2 | -8
COc1ccc(S(=O)(=O)N2CCC(NC(=O)Nc3ccc(C)cc3)CC2)cc1 | -0.55 | 8 | -25 | 22* | 0 | 93 | 0.9 | -11 | -10
COc1cc(C)c(Br)cc1S(=O)(=O)N1CCCC1 | -2.4 | -9 | -8 | -2 | 3 | 92 | 0.9 | -6 | -14
O=C(c1cccc(F)c1)N1CCN(C(=O)c2cc(-c3ccc(Cl)cc3Cl)on2)CC1 | -0.0026 | 2 | 9 | 10 | 6 | 109 | 0.9 | -7 | 4
Cc1nc2ccc3nc(NC(=O)c4ccc(S(=O)(=O)N5CCOCC5)cc4)sc3c2s1 | 0.0089 | -3 | 18 | 11 | 0 | 81 | 0.9 | -12 | -11
Cc1cc(Br)c(S(=O)(=O)n2nnc3ccccc32)cc1C | · | -9 | 2 | 4 | -2 | 104 | 0.7 | -3 | -6
CCN(CC)C(=O)c1ccc(COc2ccccc2Br)o1 | 1.1 | -20 | 24 | 7 | 0 | 76 | 1 | 4 | -4
O=C(Nc1ncnc2sc3c(c12)CCC3)c1ccco1 | 0.75 | 4 | -5 | -17 | -1 | 28 | 0.9 | 7 | -9
O=S(=O)(NCC1CCCO1)c1ccc2c(c1)OCCO2 (configuration not stated) | 0.046 | 2 | 7 | 17 | -4 | 65 | 0.9 | 0 | -10
COc1cc(C(=O)NCCC(=O)NC2CCCCCCC2)cc(OC)c1OC | -0.092 | -7 | 35 | 10 | 2 | 110 | 1 | 10 | 12
CCOc1ccc(-n2c(Cc3cc(=O)[nH]c(=O)[nH]3)nnc2SCC(N)=O)cc1 | · | 21 | 6 | 5 | -1 | 89 | 0.9 | 2 | 2
CCOC(=O)Nc1ccc2c(c1)Nc1ccccc1S2 | 0.52 | -5 | -6 | 8 | 19 | 85 | 0.8 | 1 | 53*
Cc1ccc(/C(O)=C2\C(=O)C(=O)N(CC(C)O)C2c2ccc(N(C)C)cc2)cc1 (configuration not stated) | -0.012 | -11 | 13 | -10 | -3 | 98 | 0.9 | 0 | 10
CC(=O)Nc1cn(C(C)=O)c(C)n1 | -0.42 | 1 | 0 | -9 | -1 | 36 | 1.1 | 2 | -17
CCCc1nc(N)nc2c1C(=O)CC(C)(C)C2 | 14* | -1 | 8 | 3 | 4 | 135 | 1 | 0 | 14
